MT1-MMP txn act: MT1-MMP promoter transcription activation | actives 0.16% (n = 86,000) | HT1080 MT1-MMP promoter luciferase reporter, luminescence, overnight; stronger effect = higher value | activation factor at 10 µM | AID 750;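 active means activation factor of at least 2 for MT1-MMP transcription at 10 µM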
EphB4 ephrin blk: antagonists of human EphB4-ephrin-B2 interaction. actives 0.15% (n = 97,000). P54760. inhibition, % at 7 µM. AID 720. EphB4 LBD / TNYL-RAW-Alexa532 peptide, fluorescence polarization;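 active means inhibition above the screen-wide mean inhibition plus 3 SD, cut at about 15% in these data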;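 further: 0% = DMSO wells and 100% = excess unlabeled TNYL-RAW peptide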
Target sequence (P54760 whole entry, looked up, the tested form may be a part): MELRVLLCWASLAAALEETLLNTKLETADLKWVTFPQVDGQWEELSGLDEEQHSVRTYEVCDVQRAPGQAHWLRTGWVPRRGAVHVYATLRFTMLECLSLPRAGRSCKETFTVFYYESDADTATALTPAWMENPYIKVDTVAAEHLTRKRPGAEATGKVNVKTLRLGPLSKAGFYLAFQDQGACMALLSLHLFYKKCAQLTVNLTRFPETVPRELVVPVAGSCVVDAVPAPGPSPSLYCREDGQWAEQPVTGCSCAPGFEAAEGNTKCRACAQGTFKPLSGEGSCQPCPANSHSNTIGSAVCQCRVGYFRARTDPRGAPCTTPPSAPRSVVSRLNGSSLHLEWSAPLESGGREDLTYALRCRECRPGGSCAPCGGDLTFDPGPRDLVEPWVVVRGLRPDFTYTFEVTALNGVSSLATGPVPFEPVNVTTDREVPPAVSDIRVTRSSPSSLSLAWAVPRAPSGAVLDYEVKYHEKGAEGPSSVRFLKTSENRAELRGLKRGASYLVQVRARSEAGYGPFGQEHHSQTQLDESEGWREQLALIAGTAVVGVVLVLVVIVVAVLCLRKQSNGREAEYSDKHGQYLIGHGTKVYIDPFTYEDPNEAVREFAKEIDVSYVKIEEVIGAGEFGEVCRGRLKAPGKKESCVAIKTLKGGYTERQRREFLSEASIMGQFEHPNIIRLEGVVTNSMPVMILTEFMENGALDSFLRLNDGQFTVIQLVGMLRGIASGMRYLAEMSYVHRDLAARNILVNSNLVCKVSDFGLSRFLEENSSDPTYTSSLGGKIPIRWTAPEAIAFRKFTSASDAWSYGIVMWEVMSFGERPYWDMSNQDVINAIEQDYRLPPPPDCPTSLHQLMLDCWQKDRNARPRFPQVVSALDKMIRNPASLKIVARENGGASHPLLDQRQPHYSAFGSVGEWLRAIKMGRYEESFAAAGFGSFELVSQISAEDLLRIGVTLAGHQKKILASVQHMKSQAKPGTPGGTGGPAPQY
S1P2 antag: blocks the human S1P2 receptor | cell-based S1P2 antagonist assay, inhibition at 5 uM | actives 0.21% (n = 97,000) | AID 736 | O95136 | inhibition, % at 5 µM; in the data active means inhibition above about 45%;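 further: CRE beta-lactamase reporter cells expressing human S1P2 stimulated with S1P; 0% = agonist at EC80 alone and 100% = agonist plus reference antagonist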
FAK inh: blocks human focal adhesion kinase activity; inhibition, %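 (tested at 7 µM)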; actives 0.84% (n = 97,000); Q05397; biochemical FAK kinase activity assay; in the data active means inhibition above about 19%;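 further: 0% = DMSO and 100% = reference compound high control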
S1P2 agonist: activates the human S1P2 receptor; O95136; S1P2-expressing cell line, agonist reporter read-out; activation, % at 4.5 µM; actives 0.46% (n = 97,000); in the data active means activation above about 16%;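 further: 0% = vehicle low control and 100% = maximal reference agonist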
PLAP act: activators of human placental alkaline phosphatase; purified PLAP enzyme, luminescent substrate read-out; stronger effect = higher value; activation fold at 20 µM; actives 1.2% (n = 96,000); in the data active means activation fold above about 2
PLK1 PBD inh: inhibitors of human Plk1 polo box domain binding; P53350; actives 0.13% (n = 97,000); inhibition, %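 (tested at about 20 µM)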; Plk1 PBD phosphopeptide binding, fluorescence polarization; in the data active means inhibition above about 34%, passing the limit was not always enough
PLK1 kinase inh: PLK1 (human) kinase inhibition. actives 0.53% (n = 97,000). inhibition, % at 10 µM. recombinant PLK1 kinase, TR-FRET peptide phosphorylation. P53350;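 active means inhibition of 50% or more in the single-concentration screen; inactive means inhibition below 50%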;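 further: 0% = DMSO max control and 100% = H-89 dihydrochloride min control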
HIV Rev-RRE inh: disrupts HIV-1 Rev binding to RRE RNA | AID 704 | actives 0.79% (n = 97,000) | inhibition, % at 8 µM | Rev peptide-RRE RNA binding, FRET | P05866;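 active means inhibition above the screen-wide mean plus 3 SD, cut at about 35% in these data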;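 further: 0% = median DMSO wells and 100% = median Neomycin B control wells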
Target sequence (P05866 whole entry, looked up): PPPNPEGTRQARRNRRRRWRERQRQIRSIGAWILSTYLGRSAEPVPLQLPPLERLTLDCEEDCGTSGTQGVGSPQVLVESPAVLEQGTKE
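Assay system: Rev peptide and RRE RNA, both fluorescently labelled; times: 5 min preincubation and 15 min binding, 25 °C; detection: FRET, ex 480 nm, em 540 and 671 nm; read-out basis: % inhibition from 671/540 nm acceptor-to-donor ratio, scaled between controls; benchmarks: DMSO low control, neomycin B high control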
Numbers without * were called inactive; · = not tested or not shown.

SMILES	MT1-MMP txn act	EphB4 ephrin blk	S1P2 antag	FAK inh	S1P2 agonist	PLAP act	PLK1 PBD inh	PLK1 kinase inh	HIV Rev-RRE inh
CCCCNC(=O)C1CC(=O)N(CCC(C)C)C1 (stereo unspecified)	1.1	-2	11	2	-8	1	16	-5	3
Cn1c(=O)[nH]c(=O)c2c1nc(CN1CCN(c3ccccc3F)CC1)n2CCCc1ccccc1	1	0	-36	-1	1	·	11	-8	7
COc1ccc(N2C(=O)CCC(C(=O)N3CCOCC3)C2c2ccc(F)cc2)cc1 (stereo unspecified)	1.3	-3	15	-4	-6	1.4	16	-2	-5
C1=CC2CC1CC2CNCc1ccco1 (stereo unspecified)	1.1	-9	-1	1	-3	0.9	-8	-5	4
Nc1c(C(=O)NCc2ccco2)nnn1-c1ccccc1	1.5	2	11	-5	-8	0.9	-3	-2	2
O=C(O)C(C(=O)/C=C/c1ccco1)=C1SCCS1	·	-5	-9	-1	-3	0.8	-16	-9	-4
CCCC(=O)NC(c1ccc(OC)c(OC)c1)c1c(O)ccc2ccccc12 (stereo unspecified)	·	3	-10	0	-2	1.3	-15	-11	5
COc1cc(OC)cc(C(=O)N[C@H](C(=O)Nc2ccccc2N2CCOCC2)C(C)C)c1	·	1	-14	1	-1	1.4	-30	-9	6
Nn1cnn(Cc2ccccc2)c1=S	1.2	3	17	3	-7	1	10	-7	12
COc1ccccc1N1CCN(CC(=O)c2c(C)[nH]c3cc(C)ccc23)CC1	1.1	8	32	2	-9	1.6	2	-4	14
CSc1ccc(CNc2ccc(C)cc2)cc1	·	2	-29	-2	-1	0.9	24	-5	-2
Cc1ccc([N+](=O)[O-])cc1NC(=S)NC(=O)C(C)(C)C	·	5	-8	4	-7	0.9	-6	-6	6
Cc1nc(Nc2nc3ccccc3o2)nc2c1CCC2	·	3	16	0	-4	2.7*	-25	-7	5
Cc1ccc(C(=O)N2CCCC2)cc1S(=O)(=O)Nc1ccccc1	1.2	-6	-23	1	-4	1	-6	-5	-3
O=C(Nc1cccnc1)c1ccc2c(c1)OCO2	1.3	1	29	8	-8	0.9	-10	-5	8
O=C(COc1ccc(Cl)cc1)N(Cc1ccccc1)c1ccccn1	·	-3	5	-3	-3	0.8	-6	-9	7
O=C(c1ccccc1)c1nn(-c2ccc(Cl)cc2)c(=O)cc1C(F)(F)F	·	2	28	-4	-7	0.8	6	-6	4
COc1cc(C(=O)Nc2nccs2)cc(OC)c1OC	1.1	-4	-17	-3	-4	1	-11	-8	-7
CCOCC(O)CS(=O)Cc1ccccc1 (stereo unspecified)	1	-7	19	-4	-6	1.1	-11	-15	2
Cc1ccc2c(CC(=O)Nc3nc(C)cs3)coc2c1	1.3	-9	-1	1	-2	0.9	1	0	7
CCS(=O)(=O)N1Cc2ccccc2CC1C(=O)NC(C)C12CC3CC(CC(C3)C1)C2 (stereo unspecified)	1.2	-1	-36	-1	-1	1.3	7	-22	3
N#CC1=C(N)Oc2cc(N)ccc2C1C1CC=CCC1 (stereo unspecified)	1.2	-3	-11	2	-3	0.8	-10	1	-1
O=C(CSc1nccn1-c1ccccc1)Nc1ccc2c(c1)OCO2	·	-2	6	1	-9	1.3	-3	-15	3
CSc1nc(-c2ccccc2)nn1C(=O)c1ccc(C)cc1	·	1	-4	4	-2	0.9	16	-13	10
COc1ccc(OC)c(CNC(=O)C2CCCN(C(=O)N(C)C)C2)c1 (stereo unspecified)	·	-3	2	0	-6	1.1	-6	-19	3
(more compounds)
SMILES	MT1-MMP txn act	EphB4 ephrin blk	S1P2 antag	FAK inh	S1P2 agonist	PLAP act	PLK1 PBD inh	PLK1 kinase inh	HIV Rev-RRE inh
CCN(CC)c1ccc(NC(=O)CC2Oc3ccccc3NC2=O)c(C)c1 (stereo unspecified)	1.1	-2	0	-4	-10	1.1	2	-6	0
CC(=O)OC1COC(N2CCc3cc([N+](=O)[O-])ccc32)C(OC(C)=O)C1OC(C)=O (stereo unspecified)	·	2	5	-5	-3	1	-1	-11	5
Cc1cc(C)nc(SC(C)C(=O)N/N=C/c2cccs2)n1 (stereo unspecified)	·	3	-16	1	-2	0.9	9	-8	0
COc1cccc(N2CCN(Cc3nc(N)nc(Nc4ccccc4OC)n3)CC2)c1	1.1	-2	-25	-3	1	1.9	-22	-5	5
CC(C)(C)c1ccc(-c2c(C#N)c(N)nc3c2CCCC3)s1	·	-4	3	-4	-3	1.1	11	-13	10
CN1CCCCc2c1[nH]c1ccccc1c2=O	·	-7	-12	0	-4	0.9	1	-2	5
C=Cn1ccnc1P(=S)(c1ccc2c(c1)c1ccccc1n2CC)c1nccn1C=C	1.3	0	-1	5	-12	1.7	1	-13	-4
COc1cc(/C=C2/OC(=O)c3cc([N+](=O)[O-])ccc32)cc(OC)c1OC	1.2	-1	-33	-1	5	·	0	-10	18
CCCn1c(=O)c(C(=O)NCc2ccccn2)c(O)c2ccccc21	0.9	-1	-24	-1	2	1	5	-15	1
COc1ccc(CNc2ccc(-c3ccc(OC)cc3)nn2)cc1	1.3	7	-13	-4	-1	0.9	-16	-14	0
O=C(COC(=O)Cc1cn2ccsc2n1)Nc1nc2ccccc2s1	1.2	8	13	8	-3	1	-24	-14	10
CCOC(=O)c1cnn(-c2cc(Oc3ccccc3C)ncn2)c1N	·	0	-5	0	-2	1	-38	-8	14
O=C(NN1C(=O)C2C3C=CC(C4CC34)C2C1=O)c1ccc(Cl)cc1Cl (stereo unspecified)	·	1	10	-1	-4	1.1	0	-12	6
COc1ccc(-c2n[nH]c(C)c2-c2ccc(OC)c(OC)c2)c(O)c1	1	-1	-19	4	-7	·	-20	-7	1
COc1ccc(-c2cc(-n3c(C(F)(F)F)nc4ccccc43)n(CCC#N)n2)cc1	1.2	3	10	-1	-5	1.3	-6	5	8
Cc1ccc2nc(C(O)C(O)c3nc4ccc(C)cc4[nH]3)[nH]c2c1 (stereo unspecified)	1.5	2	3	1	-1	2.1*	9	-16	4
Cc1cccc(Nc2nc(-c3c(C)nc4ccccn34)cs2)c1	·	7	32	3	-5	1.1	5	-6	6
O=c1[nH]c(SCCOc2ccccc2)nc2ccccc12	1.1	2	-12	-3	-7	0.8	14	-5	9
O=C(NCCCCCCNC(=O)NCc1ccco1)NCc1ccco1	1.2	-5	-15	2	-2	1.1	-12	-10	0
Cc1cccc(NC(=O)C2(C)CC3c4ccccc4C2c2ccccc23)c1 (stereo unspecified)	·	-6	12	-4	-1	0.7	-5	-2	16
CCn1c(Cc2ccccc2)nnc1SCC(=O)NC(C)(C)C	1.2	2	6	1	-6	1.1	0	-9	5
CCC(C)N(NC(C)=O)c1nc(Cl)nc(NC(C)C)n1 (stereo unspecified)	·	1	10	-7	-2	1	4	-2	1
Cc1nn(-c2ccccc2)c(C)c1C(=O)OCC(=O)NC(=O)NC1CCCC1	1.2	-8	-2	3	-3	1.3	0	-13	11
CCOc1ccc(N(CC(=O)NC(C)CC)S(=O)(=O)c2c(C)noc2C)cc1 (stereo unspecified)	1.1	-4	-21	-9	1	1.1	18	63*	5
OCCNc1nc(SCc2ccccc2)nc2sc3c(c12)CCC3	1.1	-1	4	-9	-3	1	8	-6	8
Following part.
SMILES	MT1-MMP txn act	EphB4 ephrin blk	S1P2 antag	FAK inh	S1P2 agonist	PLAP act	PLK1 PBD inh	PLK1 kinase inh	HIV Rev-RRE inh
CC(=O)Nc1cc(C(=O)O)ccc1S(=O)(=O)c1ccc(Cl)cc1	1.1	2	4	1	-11	·	-12	-4	10
COC(=O)c1cccc(Cn2nnc3ccccc3c2=O)c1	1.1	4	15	3	-7	0.9	24	-8	1
Cc1cc(C)nc(-n2nc(C)c3c(C)c(C)c(C)nc32)n1	·	7	6	2	-2	1.4	17	-9	4
CCS(=O)(=O)N1CCCC(C(=O)NCCCOC)C1 (stereo unspecified)	1	2	14	4	-7	1.1	-6	0	11
CCc1cc(C(=O)NNC(=S)Nc2cccc(C)c2)cs1	1.9	0	-9	-3	2	·	9	-12	-1
Cc1ccc(C)c(N2CCN(C(=O)COc3cc(=O)n(C)c4ccccc34)CC2)c1	1	1	-3	-1	0	1.3	-29	-1	0
O=C(Cn1cnc2sc(-c3ccccc3)cc2c1=O)NCc1ccccc1	1.2	-1	-13	9	-5	0.9	1	-5	15
C[N+](C)(C)CCNC(=O)c1c(O)c2c([nH]c1=O)CCCC2	1	-9	3	1	-2	0.8	13	-6	-3
CC1=C(C(=O)Nc2ccccc2C)C(c2cccnc2)n2nc(CCCO)nc2N1 (stereo unspecified)	1	-2	-32	0	-3	1.1	10	-9	2
COc1cc2oc3ccccc3c2cc1N(CC(=O)N(C)C)S(=O)(=O)c1ccccc1	·	-1	4	1	-2	1.5	11	-8	6
O=C(O)c1cc(=O)cc(C(=O)O)[nH]1	1.1	-1	-12	0	3	1.2	10	-1	2
CN(C)c1ccc(C2N(c3ccc(Cl)cc3)C(=O)C3CCCN32)cc1 (stereo unspecified)	1.1	-1	7	1	-2	1.6	-6	3	6
N#Cc1c(-c2ccc3c(c2)OCO3)csc1N	1.2	0	-10	2	-5	0.8	8	72*	5
CSCC[C@H](NC(=O)OC(C)(C)C)c1nnc(SCc2ccc(F)cc2)o1	1.2	-5	-15	6	-7	1.5	-6	-2	0
Cc1ccc(S(=O)(=O)N(CC(=O)N2CCN(c3ccccc3F)CC2)C2CCCCC2)cc1	1.5	2	-17	1	-6	1.9	-9	-30	6
COCc1nc2sc(C)c(C)c2c(=O)[nH]1	1.1	-9	-12	-2	-5	·	-29	13	0
Cc1oc(-c2ccccc2)cc1C(=O)Nc1ccc(N(C)C)cc1	1	-6	-10	4	-9	1	-9	-11	-5
COc1ccc(OCc2nnc(SCC(N)=O)n2N)cc1	·	12	-7	-2	-4	0.8	6	8	12
COC(=O)c1ccccc1NC(=O)N[C@@H](C)C(=O)OC	1.1	4	5	-1	-4	1.2	13	-11	9
CCc1nc(N2CCCCC2C)c2oc3ccccc3c2n1 (stereo unspecified)	1.2	2	-18	7	1	1.4	-14	-4	20
Cc1nc(CS(=O)c2ccc(Cl)cc2)cc(NCc2ccc(Cl)cc2Cl)n1 (stereo unspecified)	1	-3	-1	4	-3	1.4	13	-4	17
CCCCCCc1cc2cc(C(=O)NC)c(=N)oc2cc1O	1	0	4	4	4	1.2	-11	-3	70*
CCOc1ccc(N2C(=O)CC(Sc3nc(C)cc(C)c3C#N)C2=O)cc1 (stereo unspecified)	1.2	2	-4	-4	-6	0.9	-1	-9	6
CCOc1ccc(N2CC(C(=O)Nc3cccc(C)c3C)CC2=O)cc1 (stereo unspecified)	1.1	6	15	2	-4	1	0	-11	9
COc1ccc(/C=N/NC(=O)c2cc(-c3ccc(C)cc3C)nc3ccccc23)cc1COC(C)=O	·	-4	-5	-11	-2	0.9	-13	-8	3
CSCC[C@@H](C(=O)O)N1Cc2ccccc2C1=O	1	·	·	·	·	0.9	0	-17	·
Cc1occc1-c1nnc(SCC(=O)Nc2ccccc2)n1Cc1ccccc1	1.1	-10	-15	-4	1	1	15	-3	8
COc1cccc(NC(=O)Cc2nnc(SCC(=O)c3ccccc3)n2C)c1	1	-9	-24	-1	-5	·	-11	-2	-1

Six of the entries above in order of the S1P2 antag value, highest first:
| SMILES | MT1-MMP txn act | EphB4 ephrin blk | S1P2 antag | FAK inh | S1P2 agonist | PLAP act | PLK1 PBD inh | PLK1 kinase inh | HIV Rev-RRE inh |
| --- | --- | --- | --- | --- | --- | --- | --- | --- | --- |
| COC(=O)c1cccc(Cn2nnc3ccccc3c2=O)c1 | 1.1 | 4 | 15 | 3 | -7 | 0.9 | 24 | -8 | 1 |
| CN(C)c1ccc(C2N(c3ccc(Cl)cc3)C(=O)C3CCCN32)cc1 (stereo unspecified) | 1.1 | -1 | 7 | 1 | -2 | 1.6 | -6 | 3 | 6 |
| CC(=O)Nc1cc(C(=O)O)ccc1S(=O)(=O)c1ccc(Cl)cc1 | 1.1 | 2 | 4 | 1 | -11 | · | -12 | -4 | 10 |
| Cc1oc(-c2ccccc2)cc1C(=O)Nc1ccc(N(C)C)cc1 | 1 | -6 | -10 | 4 | -9 | 1 | -9 | -11 | -5 |
| O=C(O)c1cc(=O)cc(C(=O)O)[nH]1 | 1.1 | -1 | -12 | 0 | 3 | 1.2 | 10 | -1 | 2 |
| O=C(Cn1cnc2sc(-c3ccccc3)cc2c1=O)NCc1ccccc1 | 1.2 | -1 | -13 | 9 | -5 | 0.9 | 1 | -5 | 15 |

Screens (PubChem)
